# MITF TRPM1 inh – MITF TRPM1 promoter inhibition in SK-MEL-5 cells; SK-MEL-5 TRPM1 promoter luciferase, 24 h; inhibition, % at 12.5 µM; actives 0.83% (n = 330,000);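 active = mean inhibition across replicates of 60% or more, whatever share of single replicates reaches that level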; also: values of inactives mirror those of a sister screen read the other way
# KKLEB tox – CF airway cell cytotoxicity counter-screen; actives 0.36% (n = 360,000); KKLEB CF airway cells viability, ATPlite luminescence, overnight; active compounds read low; cells stimulated with P. aeruginosa culture filtrate; activity change (cytotoxicity), % at 5 µM;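 active = corrected activity change at or below -50% at 5 µM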
# hiPSC survival – hiPSC single-cell survival enhancement | ATPlite luminescence; 100% = ROCK inhibitor wells, 0% = DMSO | survival enhancement, % at 20 µM | actives 0.044% (n = 360,000); in the data active = survival enhancement above about 18%;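 also: cells exposed to compounds for 16 hours before the ATP read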
# CF NFkB inh – cystic fibrosis NF-kB activation inhibition; inhibition, % at 5 µM; actives 0.86% (n = 360,000); KKLEB NF-kB-GFP reporter, PAF-induced, GFP fluorescence overnight;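 active = at least 50% inhibition at 5 µM, scaled per plate between neutral and stimulator controls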;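 also: PAF is a Pseudomonas aeruginosa culture filtrate used as stimulus; plate controls were PAF-stimulated DMSO wells for no effect and unstimulated DMSO wells for full effect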
# NR2E3 ag-1 – activates human photoreceptor nuclear receptor NR2E3 | AID 2300 | GST-NR2E3/biotin-RetCOR TR-FRET, 1536-well | inhibition of corepressor binding, % at 4.78 µM | actives 0.12% (n = 320,000) | Q9Y5X4;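 active = percent inhibition above the cutoff of mean plus 3 SD of all tested compounds, set per screening campaign, cut at about 20% in these data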;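 also: 0% = DMSO wells and 100% = biotin wells as full block of FRET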
# Target sequence (Q9Y5X4 whole entry, looked up): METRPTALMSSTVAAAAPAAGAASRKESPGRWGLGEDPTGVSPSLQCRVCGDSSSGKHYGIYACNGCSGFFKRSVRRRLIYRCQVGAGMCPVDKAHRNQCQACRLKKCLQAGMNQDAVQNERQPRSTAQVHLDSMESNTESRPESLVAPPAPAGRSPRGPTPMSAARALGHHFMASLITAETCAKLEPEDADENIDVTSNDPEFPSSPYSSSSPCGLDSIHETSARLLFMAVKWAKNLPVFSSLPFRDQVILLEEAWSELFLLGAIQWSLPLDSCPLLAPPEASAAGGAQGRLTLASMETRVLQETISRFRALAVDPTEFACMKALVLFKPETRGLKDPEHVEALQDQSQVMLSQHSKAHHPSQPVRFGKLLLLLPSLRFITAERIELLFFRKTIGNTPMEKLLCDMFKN
#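 Material – GST-tagged NR2E3 plus biotinylated RetCOR corepressor · Quantity – NR2E3 fusion 1.35 nM · Times – 5 h incubation at 4 °C · Medium – pH 7.5 Tris-based buffer · Technique – TR-FRET, Eu(K)-anti-GST donor, streptavidin-D2 acceptor, ex 340, em 617/671 nm · Benchmarks – high control biotin, low control 0.6% DMSO · Format – 1536-well plates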
# Peg3 promoter – inhibitors of Peg3 promoter; actives 1.7% (n = 360,000); HeLa PEG-Prom luciferase reporter, luminescence, overnight; inhibition, % at 20 µM;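 active = inhibition of at least 50% at 20 µM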
# C8 TRAIL sens – sensitizes caspase-8 expressing cells to TRAIL; NB7+C8 cells + TRAIL, ATPlite viability luminescence; inhibition (viability loss, TRAIL sensitization), % at 10 µM; actives 1% (n = 360,000); AID 624354;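 active = compounds causing at least 50% loss of cell viability in the single-dose screen, relative to plate controls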
# NR2E3 ag-2 – agonists of human NR2E3 nuclear receptor. CHO-S Gal4-NCOR/VP16-NR2E3 two-hybrid, luciferase. inhibition of corepressor binding, % at 3.98 µM. actives 0.35% (n = 360,000). AID 602229;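 active = inhibition above the mean of all tested compounds plus 3 SD, cut at about 70% in these data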;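 also: 0% = DMSO with NR2E3 transfected cells and 100% = cells lacking NR2E3 construct; higher means lower luciferase signal from less NR2E3 corepressor binding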
# Shn3 inh set2 – Schnurri-3 reporter inhibition in Clone20 osteoblasts. actives 0.52% (n = 360,000). inhibition, % at 12.5 µM. Clone20 osteoblast Shn3 3'UTR firefly luciferase, 24 h;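 active = mean inhibition of at least 75% with every replicate also reaching 75%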;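 also: 0% = median of neutral control wells and 100% = pilot-screen positive control compound; some compounds past the cut are filed as inactive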
# HIF-2a inh – HIF-2a inhibition; actives 0.72% (n = 360,000); 786-0 RCC cells HIF-2a reporter, luciferase luminescence, overnight; inhibition, % at 18.8 µM;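 active = inhibition of the luminescence signal of 40% or more relative to plate controls, in a single-dose primary screen at 18.75 µM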
# EBV LMP1 NFkB – inhibitors of Epstein-Barr LMP1-induced NF-kappaB reporter; LMP1-induced NF-kappaB luciferase reporter cells, luminescence; actives 0.69% (n = 350,000); AID 504558; inhibition, % at 12.5 µM; in the data active = inhibition above about 41%;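 also: 0% = neutral control wells and 100% = reference inhibitor control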
# * = called active by the depositor; x = no result given.
SMILES,MITF TRPM1 inh,KKLEB tox,hiPSC survival,CF NFkB inh,NR2E3 ag-1,Peg3 promoter,C8 TRAIL sens,NR2E3 ag-2,Shn3 inh set2,HIF-2a inh,EBV LMP1 NFkB
Cc1ccc(NC(=O)C2CCCN(C(=O)NCc3ccccc3)C2)c(C)c1 (centres undefined),5,1,-0.3,1,-1,6,-14,-15,-4,10,-5
CCOC(=O)C1C(=O)NCC1c1ccccc1 (centres undefined),-5,6,1.5,9,2,-3,-9,-7,-14,8,-3
CC(=O)Nc1cc(C(=O)NCc2ccco2)ccc1Sc1ccc(F)cc1,11,9,4.0,2,4,15,-4,8,-8,19,-4
CCCN(CC(=O)Nc1ccccc1OC)C(=O)c1ccc2c(c1)NC(=O)C(C)S2 (centres undefined),9,-16,0.2,1,0,-6,-2,7,-5,3,1
COC(=O)c1ccc(C(=O)OC)c(NC(=O)CSCc2ccc(Br)cc2)c1,18,-2,2.9,-2,5,14,4,-11,50,13,1
O=C(Nc1ccc(Cl)c(Cl)c1)N1CCOCC1,-8,-16,-0.1,-16,x,-10,-11,-15,1,-29,5
CCNC(=S)NNC(=O)C1CCN(Cc2ccccc2)CC1,2,-3,4.0,-14,-4,22,5,14,-1,15,3
Cc1ccc(C)c2nc3sc(C(=O)N4CCOCC4)c(N)c3cc12,-43,-21,-0.6,5,3,-223,-47,-129,-14,-251,-26
CC(C)CC(C(=O)NCC1CCCO1)N(C(=O)Cn1nnc(-c2ccc(F)cc2)n1)c1cccc(C(F)(F)F)c1 (centres undefined),25,0,-0.3,-3,0,16,-1,1,31,13,6
O=C1NC(=O)/C(=C\c2ccc(Oc3ccc([N+](=O)[O-])cn3)cc2)S1,0,-14,2.0,-26,2,-19,-1,-21,-25,-42,6
COc1ccc(-c2cc3c(=O)n(CC(=O)Nc4ccc(Cl)cc4)nc(C)n3n2)cc1,-1,5,-0.3,-5,0,7,-19,4,5,-1,-5
Cc1snc(SCc2ccc(Cl)cc2)c1C#N,-9,6,0.7,-17,0,-48,-11,-14,-2,-107,-3
COc1ccc(NS(=O)(=O)c2cccc(NC(=O)COc3ccc(OC)cc3)c2)cc1,8,-2,-0.5,4,1,5,-4,-8,20,10,9
CC(=O)Nc1ccc(Oc2ccc([N+](=O)[O-])cc2Cl)cc1,6,0,6.8,4,-1,11,-2,-9,12,8,9
CCOC(=O)c1cn(Cc2cccc(C)c2)nn1,-16,-10,0.7,4,0,-7,5,11,6,17,-4
O=C(OCc1ccccc1Cl)c1cccnc1Cl,-7,0,0.7,-6,2,-18,1,-8,10,-3,13
O=C(NCCCN1CCOCC1)c1ccc(Cl)cc1[N+](=O)[O-],-2,-2,-0.3,6,0,6,-8,-15,1,10,-5
COc1ccc(NC(=S)N2CCN(c3ccccn3)CC2)cc1OC,2,1,-0.6,-5,0,3,-2,4,0,15,0
COc1ccc(S(=O)(=O)NC2CCCCCC2)c(OC)c1,6,-22,-0.4,26,-2,8,-1,-13,15,12,6
COc1ccc(NC(=O)c2cc(-c3ccc(F)cc3C)n[nH]2)cc1OC,x,3,0.8,-23,x,-91,5,13,-6,-116,x
CCN(CC)S(=O)(=O)c1ccc(NC(=S)NC(=O)CC(C)C)cc1,-17,-6,-0.4,4,3,4,-7,-11,30,19,-16
Cc1cc(OCC(=O)N2CCN(c3ccccc3)CC2)c2c(C)c(C)c(=O)oc2c1,-3,9,0.0,-27,1,37,6,-8,-7,6,0
CN(Cc1ccccc1)C(=O)C1CCCN1S(=O)(=O)c1ccc(Cl)cc1 (centres undefined),-4,-13,-3.6,13,4,16,-11,-26,7,10,4
CC1(C)Nc2ccccc2N(CCC(=O)N2CCOCC2)C1=O,10,-13,0.2,8,1,5,-18,-2,11,-3,-9
CN1CC(=O)N(CC(=O)Nc2cccc3ccccc23)C1=O,x,-7,-0.6,11,x,7,-14,-1,7,20,4
O=C(Nc1nnc(S(=O)(=O)N2CCOCC2)s1)c1ccccc1Cl,-6,-1,0.1,-3,5,9,1,-11,-10,9,6
Cc1ccccc1-n1c(SCC(=O)N2CCCCC2)nc(O)cc1=O,-6,-9,-0.1,-10,x,8,-8,-5,-21,6,-15
CCOc1ccc(N2C(=O)C(C)CNC2=S)cc1 (centres undefined),-4,15,0.1,-3,x,-14,-3,2,-7,5,10
COC(=O)c1c(-c2ccc(OC)cc2)oc2ccc(-c3ccc(OC)nc3)cc12,-4,-42,-1.4,34,-3,-4,-3,12,1,13,-2
c1cncc(CNc2cccc(-c3nc4ccccc4[nH]3)c2)c1,-62,4,-0.5,-3,0,-257,19,-69,-88,-204,-10
COC(=O)C1=CN(c2cc(C)cc(C)c2)C=C(C(=O)OC)C1c1cccc(F)c1,3,-17,-0.3,16,1,24,6,-32,51,11,9
CN(C)S(=O)(=O)c1cc(C(=O)O)c(NC2CCCCC2)cc1Cl,13,9,3.0,5,0,6,12,5,14,20,3
N#Cc1nnn2c1nc(N)c1c(F)cccc12,14,3,0.2,-32,0,19,10,13,-7,10,-1
CN(C)CCNS(=O)(=O)c1ccc(N2CCN(c3ccc(F)cc3)CC2)c([N+](=O)[O-])c1,8,-15,-1.8,15,-2,63*,-1,10,52,11,-8
O=C(NCC(c1ccco1)N1CCN(c2ccc(F)cc2)CC1)C(=O)NC1CCCC1 (centres undefined),2,-2,-0.2,5,2,12,-6,-14,-1,2,-2
Cc1ccc(CNC(=O)Cn2ccc3cc(S(=O)(=O)N4CCCC4)ccc32)o1,6,5,-0.5,-3,1,5,-14,8,-1,1,-20
CN(C)CCCN(C(=O)c1ccc(C(=O)c2ccccc2)cc1)c1nc2c(F)cccc2s1,-15,2,-0.1,14,-1,3,-2,-2,-1,-1,-1
O=C1OC(c2ccc3c(c2)OCO3)=N/C1=C\c1ccc(C(=O)O)cc1,-9,5,1.5,8,8,6,6,-31,-1,19,-10
CCOC(=O)N1CCN(C(=O)CSCc2ccc(Br)cc2)CC1,-3,4,0.1,-1,-3,-11,-5,-24,8,-26,-13
CCOc1ccc(C(=O)N[C@H](C(=O)O)C(C)C)cc1,-2,-1,0.6,9,-2,4,-19,-8,-68,5,-10
COCC1CCN(C(=O)C2CCC(=O)N(CCc3cccc(F)c3)C2)CC1 (centres undefined),-25,11,-0.1,-9,1,-9,-26,12,-3,-20,3
O=C(c1cccs1)N1CCN(Cc2cccnc2)CC1,11,1,1.7,-3,-2,8,6,-20,-17,22,1
COC(=O)c1ccccc1OCc1cccc(C)n1,17,4,2.4,-12,2,-14,-8,-16,10,-8,8
O=C(OCC(=O)N1CCCc2ccccc21)c1cc(S(=O)(=O)N2CCOCC2)ccc1O,x,12,-1.6,13,4,-5,2,-26,-6,5,-7
CS(=O)(=O)c1ccc(C(=O)N2CCN(C(=O)c3ccco3)CC2)cc1,-2,3,0.6,11,x,5,-4,-22,-14,7,-1
CC(=O)c1cccc(NC(=O)C2C(c3ccccc3)C2(Cl)Cl)c1 (centres undefined),-5,4,-2.9,-30,0,9,-6,-2,18,14,3
O=C(Nc1ccc(Cl)cn1)c1cccnc1,-23,-4,0.0,0,3,-39,14,-26,x,-75,-14
O=C(COC(=O)Cn1cnc2ccccc2c1=O)Nc1ccc(Cl)c(C(F)(F)F)c1,4,-1,-2.1,9,1,0,-4,-17,2,16,15
CC(C)C(=O)Nc1cccc(C(=O)Nc2nnc(C(C)C)s2)c1,-87,2,1.9,-5,1,-254,-7,-127,-29,-225,-4
Cc1ccc(C(=O)OCC(=O)c2ccc[nH]2)s1,-28,19,3.4,-14,-4,-123,-2,-15,-30,-63,-10
CN(Cc1cnccn1)Cc1nc(Cc2cccc(F)c2)no1,7,-1,-0.3,-4,4,10,-1,-16,-14,7,-4
CCC(C)(C)C(=O)Nc1ccc(C(N)=O)cc1,7,-13,1.4,10,2,-7,1,-13,-6,7,4
O=Cc1cccn1-c1c(C(=O)O)cnn1-c1ccccc1,-2,0,-0.2,2,4,3,9,5,-6,14,1
O=C(c1cc(COc2cccc(C(F)(F)F)c2)on1)N1CCC(c2ccncc2)CC1,-1,-17,1.5,-23,1,-69,18,101*,80,-73,20
CCCCOc1ccc(OCCCN2CCOCC2)cc1,-2,0,-1.3,-9,0,-26,-4,-32,-2,-58,-3
O=C1NC(c2cccc3ccccc23)Nc2ccccc21 (centres undefined),28,-27,-0.7,46,x,-86,5,-31,3,-46,-2
CC(=NCCCn1ccnc1)c1c(C)[nH]n(-c2ccc([N+](=O)[O-])cc2)c1=O,-4,9,-1.2,-33,0,-12,9,-11,-6,-19,0
CC1(C)CC(=O)C(C=NCCN2CCN(C(=S)Nc3cccc(Cl)c3)CC2)=C(O)C1,7,-7,-0.3,14,-3,12,-1,-15,24,3,-4
CCCC(=O)NC(=S)c1c(C)n(C)n(-c2ccccc2)c1=O,-3,0,-0.1,0,1,9,4,3,2,16,2
CCOCC(=O)Nc1nc2c(s1)C(=O)CC(C)(C)C2,-9,-5,-0.6,1,-3,13,4,2,5,-13,-4

# Three of the compounds above, with values under each structure.
# Under each structure – MITF TRPM1 inh | KKLEB tox | hiPSC survival | CF NFkB inh | NR2E3 ag-1 | Peg3 promoter | C8 TRAIL sens | NR2E3 ag-2 | Shn3 inh set2 | HIF-2a inh | EBV LMP1 NFkB
COCC1CCN(C(=O)C2CCC(=O)N(CCc3cccc(F)c3)C2)CC1 (centres undefined)
  -25 | 11 | -0.1 | -9 | 1 | -9 | -26 | 12 | -3 | -20 | 3
O=C(c1cccs1)N1CCN(Cc2cccnc2)CC1
  11 | 1 | 1.7 | -3 | -2 | 8 | 6 | -20 | -17 | 22 | 1
COC(=O)c1ccccc1OCc1cccc(C)n1
  17 | 4 | 2.4 | -12 | 2 | -14 | -8 | -16 | 10 | -8 | 8

# Next section
SMILES,MITF TRPM1 inh,KKLEB tox,hiPSC survival,CF NFkB inh,NR2E3 ag-1,Peg3 promoter,C8 TRAIL sens,NR2E3 ag-2,Shn3 inh set2,HIF-2a inh,EBV LMP1 NFkB
O=C(CNc1ccc2ccccc2c1)N/N=C/c1ccncc1,-1,2,-0.4,14,-1,-13,2,3,13,4,-4
Cc1cccc(C)c1-n1nnnc1C(C1CC1)N1CCN(C/C=C/c2ccccc2)CC1 (centres undefined),x,-10,1.9,26,x,14,3,-6,16,-13,x
COC(=O)c1cc(OC)c(OC)cc1NC(=O)Nc1ccccc1F,x,1,0.1,14,-3,7,3,-6,-17,22,x
CCOP(=O)(OCC)C(NCc1ccccc1)c1ccc(Br)cc1 (centres undefined),0,-6,1.9,0,4,13,3,-16,14,18,7
CCCCN1C[C@H](CSC)[C@@H](CC(=O)Nc2ccc(OC)cc2)C1=O,x,-5,2.6,2,x,-1,2,-6,3,7,0
Cc1nnc(NC(=O)C23CC4CC(CC(C4)C2)C3)s1,-11,4,0.3,-11,3,-3,-5,-12,-12,19,-6
CCOC(=O)CNC(=O)C1(NC(=O)CNC(=O)OCc2ccccc2)CCCC1,0,7,4.1,-20,x,-12,-2,-11,91*,-9,-8
O=C(CN1C(=O)NC2(CCCC2)C1=O)N1CCc2ccccc2C1,-3,1,-1.2,14,3,-2,3,-15,-5,-27,7

# An excerpt (hit frequency here may not be typical).
